# Bioassay records deposited in PubChem by several laboratories.
# HCV NS3 hel inh = inhibitors of HCV NS3 helicase, primary screen, biochemical, Cy5 molecular beacon fluorescence. Hepatitis C virus NS3 helicase. NS3 helicase DNA unwinding. inhibition, % at 10.9 µM. 290,000 tested, 0.56% active. AID 1800, 2009;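 active = inhibition above the mean of all tested compounds plus 3 SD, set per campaign, cut at about 35% in these data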;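 also: 0% = DMSO wells and 100% = thioflavine S control wells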
#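 Assay system: hepatitis C virus NS3 helicase domain fragment enzyme. Also added: annealed dual-labelled DNA beacon duplex, ATP-started. Timing: 1 h reaction at 25 °C, ATP-initiated. Technique: Cy5 fluorescence at 0 and 60 min, beacon hairpin quenching. Evaluation: % inhibition of unwinding. Replication: one well per compound.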
# p-CIP stab down = p/CIP-EGFP fusion destabilizers, primary screen, fluorescence, F442A cells. AID 1984, 2009. 16 h. Q05BA5. decrease of EGFP signal, % at 10 µM. 290,000 tested, 0.01% active;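 active = EGFP signal decrease of at least 30% at 10 µM or well 3 SD below plate mean, unless failing retest; inactive = the rest, including hits failing retest or dose response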; also: some compounds called inactive have numbers as strong as hits; many of its hits are not listed in these tables
# IMP-1 inh = IMP-1 metallo-beta-lactamase inhibitors, primary screen, biochemical, epi-absorbance readout, Pseudomonas aeruginosa enzyme; metallo-beta-lactamase IMP-1 (Pseudomonas aeruginosa); purified IMP-1, nitrocefin hydrolysis, epi-absorbance fluorescence; inhibition, % at 5.6 µM; 290,000 tested, 0.45% active;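 active = inhibition above the mean plus 3 SD of all compounds in the same screening run, cut at about 4.5% in these data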;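 also: 0% = IMP-1 with DMSO and 100% = DMSO wells lacking enzyme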
#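 System: Purified IMP-1 | Read-out basis: Percent enzyme inhibition | Controls: IMP-1 with DMSO as 0%, enzyme-free DMSO as 100% | Replicates: One well per compound | Doses: 5.6 µM nominal single concentration | Detection: Epi-absorbance fluorescence, 480 nm excitation, 530 nm emission | Incubation: 25 °C, 15 min preincubation, 25 min reaction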
# IDE act = human IDE activators in live cells, primary screen, fluorescence polarization, HEK cells, FAbeta-B substrate; Insulin-degrading enzyme (Homo sapiens), P14735; FAbeta-B cleavage; 0% vehicle, 100% cell-free pure enzyme wells; activation, % at 5.96 µM; 340,000 tested, 0.073% active; AID 493087, 2011;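 active = activation above the mean of all tested compounds plus 3 SD, set per screening campaign, cut at about 17% in these data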
# DNA FID counter = compounds displacing fluorescent DNA intercalator, primary screen, artefact control for HCV NS3 helicase inhibitor project, biochemical, FID fluorescence | inhibition, % at 7.9 µM | 290,000 tested, 0.17% active | DNA fluorescent intercalator displacement | AID 1845, 2009; in the data active = inhibition above about 37%;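 also: 0% = vehicle and 100% = reference compound; higher means more ethidium bromide displaced from hairpin DNA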
# SUMO HTRF inh = inhibitors of in vitro SUMOylation cascade, primary screen, biochemical, HTRF, uHTS; SUMO-conjugating enzyme UBC9 (Homo sapiens), P63279; HTRF SUMOylation assay, SAE1/SAE2 + UBC9; inhibition, % at 35 µM; 290,000 tested, 0.36% active; in the data active = inhibition above about 50%, passing the limit was not always enough; also: strong numbers were not always called active
# Target sequence (P63279 whole entry, looked up): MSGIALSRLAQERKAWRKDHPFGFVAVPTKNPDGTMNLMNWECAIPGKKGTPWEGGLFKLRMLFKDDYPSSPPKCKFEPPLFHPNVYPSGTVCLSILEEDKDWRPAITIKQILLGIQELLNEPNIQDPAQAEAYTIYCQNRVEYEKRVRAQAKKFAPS
# VIM-2 inhibitor = VIM-2 metallo-beta-lactamase inhibitors, primary screen, biochemical, epi-absorbance readout, Pseudomonas aeruginosa enzyme. 290,000 tested, 0.89% active. purified VIM-2, nitrocefin hydrolysis, epi-absorbance fluorescence. inhibition, % at 5.6 µM;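 active = inhibition above the mean of all tested compounds plus 3 SD, cutoff set per screening run, cut at about 7.5% in these data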;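 also: red hydrolysis product quenches plate fluorescence so inhibitors raise well fluorescence; 0% = enzyme with DMSO and 100% = DMSO without enzyme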
# PfM18AAP inh = PfM18AAP inhibitors, malaria aminopeptidase, primary screen, biochemical, QFRET, recombinant enzyme; M18 aspartyl aminopeptidase (Plasmodium falciparum 3D7); H-Glu-NHMec fluorogenic cleavage; inhibition, % at 7.35 µM; 290,000 tested, 1.2% active; AID 1822, 2009;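 active = inhibition above the campaign mean inhibition over all tested compounds plus 3 SD, cut at about 28% in these data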;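 also: 0% = plate median of test compound wells and 100% = 2 mM ZnCl2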
# IDE inh = human IDE inhibitors in live cells, primary screen, fluorescence polarization, HEK cells, FAbetaB substrate | inhibition, % at 5.59 µM | FAbetaB cleavage | 320,000 tested, 0.41% active;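 active = percent inhibition above the average of all tested compounds plus 3 SD, set per screening campaign, cut at about 16% in these data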;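 also: IDE supplied by intact live HEK cells; FP after avidin binding of uncleaved biotin substrate so inhibition keeps polarization high; 0% = DMSO wells and 100% = 60 µM reference IDE inhibitor Ii1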
# * = called active by the depositor; / = not tested or not shown.
# Every second line gives: HCV NS3 hel inh	p-CIP stab down	IMP-1 inh	IDE act	DNA FID counter	SUMO HTRF inh	VIM-2 inhibitor	PfM18AAP inh	IDE inh
CCN(Cc1ccccc1)S(=O)(=O)c1csc(C(N)=O)c1
    5	3	-3.9	-1	-10	3	-5.3	-5	7
O=C(O)c1cc(-c2cc3ccccc3o2)nn1-c1ccccc1
    21	3	-0.5	2	-37	23	0.2	-4	5
CN1CCCN(C(=O)/C=C/c2ccc(Cl)cc2Cl)CC1
    13	18	-0.1	1	12	1	3.4	-11	3
O=C(/C=C/c1ccco1)Nc1sc2c(c1C(=O)O)CCC2
    47*	3	1.8	4	-7	-8	1.0	6	7
CCOC(=O)c1ccc(-c2c(C(=O)OCC)oc3cc(O)c(CC)cc3c2=O)o1
    -9	3	-3.0	0	5	8	-1.2	4	-3
CCOC(=O)c1[nH]c2cc(OC)c(OC)cc2c1NC(=O)c1ccc2c(c1)OCO2
    0	-1	-3.2	10	-3	27	-2.3	3	-2
COc1ccc(OCC(=O)Nc2ccc3c(c2)n(C)c(=O)n3C)cc1
    -7	0	-2.9	2	-15	10	0.0	-11	0
NC(=O)c1nsc(C(=O)N(Cc2ccccc2F)C(C(=O)NCC2CCCO2)c2ccc(F)cc2)c1N (stereo unspecified)
    14	-14	-1.8	4	-45	12	-2.4	11	1
Nc1ccccc1C#CC(=O)c1ccccc1
    -10	-17	-1.2	-5	-3	18	-1.1	16	-1
CCOC(=O)c1c(-c2cccs2)csc1NC(=O)CNCCN1CCOCC1
    -5	-16	-1.4	/	9	-3	-3.3	20	/
Cc1cc(C(=O)Nc2cc(C(C)(C)C)on2)c(C)o1
    4	-9	-2.8	7	-15	1	-1.9	2	2
O=C(C1CCC(=O)N(C2CCCC2)C1)N1CCN(c2ccccc2Cl)CC1 (stereo unspecified)
    3	-8	-1.1	1	-53	0	0.0	4	3
Cc1cccc(C(=O)Nc2cc(=O)n(C)c(=O)n2C)c1
    -4	-6	-3.0	-2	2	-6	-3.3	-5	4
CCOC(=O)C1CCCN(Cc2cc(=O)oc3cc(C)ccc23)C1 (stereo unspecified)
    -3	4	-2.1	7	-24	-3	-1.0	3	0
CC(=O)NCCN1C(=O)C2C3c4ccccc4C(c4ccccc43)C2C1=O (stereo unspecified)
    -5	11	-1.6	0	-7	10	-1.1	-4	-1
COc1cc(NC(=O)c2ccccc2-c2ccccc2)cc(OC)c1
    -2	-6	-3.0	4	-14	-8	-1.8	4	0
C[C@@H]1NC(=O)/C(=C\c2ccccc2Cl)NC1=O
    3	-10	-2.6	/	-5	0	-2.9	2	0
O=C(NCCNC(=O)c1ccccc1Br)c1cccnc1
    -2	8	0.0	6	1	12	-1.0	-12	-2
Cc1ccccc1NC(=O)c1ccc(C)c(S(=O)(=O)NCc2cccnc2)c1
    -10	-17	-2.6	4	-10	16	-4.6	-5	11
O=C(Nc1nnc(-c2ccccc2F)s1)Nc1ccccc1F
    5	-20	-1.2	5	0	10	-4.4	5	2
Cc1cc(C)c2nc(SCC(=O)Nc3ccc(S(=O)(=O)N4CCCC4)cc3)c(C)cc2c1
    -4	-2	0.0	2	-3	-7	-1.2	2	-1
O=C(CCNS(=O)(=O)c1cccc2nsnc12)NC1CCN(Cc2ccccc2)CC1
    -8	-1	-1.9	3	9	6	-4.0	2	3
Cc1[nH]n(-c2ncc(-c3ccccc3)s2)c(=O)c1C(c1ccc(Br)cc1)C(C#N)C#N (stereo unspecified)
    18	-1	-4.8	7	-4	64*	-4.1	-1	-8
COc1ccc2[nH]c3nc(SCC(=O)NC4CC4)nnc3c2c1
    9	-16	-2.9	5	-5	7	-4.6	7	2
Cc1ccc(OCC(=O)N2CCN(C(=O)c3ccncc3)CC2)cc1
    -12	4	-2.0	4	-1	-1	-2.9	-4	-2
c1cc2c(cn1)cnc1cscc12
    1	-4	0.3	-2	4	-3	-0.8	-2	-7
O=C(NC1CCCCCC1)c1cc(S(=O)(=O)N2CCC3(CC2)OCCO3)ccc1F
    -1	-16	-4.1	2	-32	5	-6.3	4	2
CC(=O)c1ccc(-n2nnnc2SCC(=O)NC2CCCCC2)cc1
    1	-6	-2.0	3	-16	3	-0.1	11	2
COCC(C)n1c(C)cc(C(=O)COC(=O)CCc2nc3ccccc3c(=O)[nH]2)c1C (stereo unspecified)
    -6	16	-0.1	8	-33	-7	-0.2	3	-3
COc1ccc(C(C)=O)cc1COC(=O)c1ccc(S(=O)(=O)N2CCOCC2)cc1
    -7	-18	-2.6	4	0	0	-2.6	-2	10
CCn1nnc(-c2ccccc2NC(=O)C(F)(F)F)n1
    -4	0	1.9	3	2	17	-1.1	4	1
O=C1c2ccccc2NC(c2ccc(-c3cccc(Cl)c3)o2)N1O (stereo unspecified)
    3	-1	-1.4	4	-10	-4	-2.9	-35	3
CC1Cc2cc(S(=O)(=O)NCc3ccccc3)ccc2N1C(=O)C1CCC1 (stereo unspecified)
    0	-14	-0.8	1	-28	14	0.1	-20	-12
O=C(CSc1nnnn1C1CCCCC1)NNC(=O)c1ccco1
    10	3	-3.2	-3	0	1	-5.6	3	5
CCOC(=O)Nc1ccc([N+](=O)[O-])cc1C
    -3	-4	2.4	3	0	7	-2.4	4	2
O=Cc1c(Sc2ccccc2)nc2ccccn2c1=O
    -1	-8	-1.4	-6	0	6	-0.8	5	2
Cc1ccsc1-c1nc(CN2C[C@@H](C)O[C@@H](C)C2)c(C)o1
    -2	0	-2.5	7	-7	11	-1.5	-4	-2
COc1ccc(CCN(C)C(=O)N2CCOCC2)cc1OC
    -10	-14	-0.8	3	-1	14	-1.9	0	4
COc1ccc(C2=NS(=O)(=O)N(C)C(C(=O)N3CCN(C)CC3)=C2)cc1
    2	5	-3.0	1	3	11	-0.8	6	0
CC1Cc2ccccc2N1CC(=O)NC(=O)NC1CCCC1 (stereo unspecified)
    -12	-2	-2.0	5	-15	11	-3.7	4	8
Cc1cc(C)c2c(=O)[nH]c(SCC(=O)NCCc3ccccc3)nc2n1
    0	-6	-1.5	3	0	2	-2.6	-4	6
COc1ccc(CC(=O)NCCC2=CCCCC2)cc1
    17	0	0.2	0	-14	16	1.6	2	4
O=C(CNC(=O)c1ccc(Cl)cc1)OCC(=O)N1CCCC1
    -6	5	-1.5	-1	-5	10	-3.1	-9	1
Cc1ccc(Cl)cc1NC(=O)COC(=O)Cn1cnc2c1c(=O)n(C)c(=O)n2C
    7	7	-1.3	7	0	4	-0.7	-5	0
CCOC(=O)C1=NN(c2ccc(C)cc2)CC1C(=O)OC (stereo unspecified)
    -6	-7	-1.5	2	-12	22	-0.7	1	3
CC1(C)CC(=O)C(/C=N/c2ccccn2)=C(O)C1
    9	-4	-1.2	-4	-2	6	-4.8	-13	6
Cn1c(N)c(C(=O)Nc2c(Cl)cccc2Cl)sc1=S
    4	-4	-2.7	-4	-2	12	-2.4	5	-1
CCCC(=O)NC(=S)Nc1cccc(NC(=O)c2ccccc2)c1
    10	-1	-0.1	1	-8	-2	-2.7	-8	-2
Cc1c(Nc2c3ccccc3nc3ccccc23)c(=O)n(-c2ccccc2)n1C
    5	-2	-2.8	5	3	21	0.8	-8	-3
COc1ccc(N(C)C(=O)Nc2ccc3nsnc3c2)cc1
    11	-8	-1.9	1	-2	103	1.3	12	/
CCn1c(SCc2ccc(F)cc2)nc2c(c1=O)SCC2
    0	7	-0.7	7	-22	-5	3.9	-7	1
O=C(NCCCCCCCCCNC(=O)C(F)(F)F)C(F)(F)F
    -2	1	-1.1	7	-5	-6	-2.3	0	-1
Cc1oc(-c2ccccc2Cl)nc1CS(=O)CC(=O)N1CCN(c2ccccc2)CC1 (stereo unspecified)
    1	6	-2.9	1	-53	0	-3.2	5	-1
O=C(CCSCCC(=O)Nc1c(F)c(F)c(F)c(F)c1F)Nc1c(F)c(F)c(F)c(F)c1F
    -19	4	-4.2	3	1	-6	-1.0	-22	-4
CCCc1cc(C(=O)Nc2ccc(C)cc2)no1
    -3	-22	1.9	-2	-5	14	-2.5	-2	-1
Cc1cccc(NC(=O)CCNS(=O)(=O)c2ccc3[nH]c(=O)oc3c2)c1
    4	-9	-4.4	7	1	8	-2.9	5	3
Cc1ccc(Cc2c(C)nc3nc(SCC(=O)NCCCN4CCCCCC4)nn3c2C)cc1
    -26	-50	-0.6	/	24	8	1.4	6	-4
Cc1ccc(NC(=O)CCCC(=O)OC(C)C(=O)c2ccccc2)cc1 (stereo unspecified)
    -3	12	-1.8	0	-27	2	-4.2	0	1
COc1ccccc1Nc1nc(NCCO)nc(N)c1[N+](=O)[O-]
    8	-8	-3.2	/	1	18	1.2	5	6
CC(C)S(=O)(=O)C1=NSC2=NC(=O)/C(=C\c3ccc(-c4ccccc4)o3)C(=N)N21
    17	-14	-2.1	3	-11	24	-3.3	4	7

# Continuation.
# Every second line gives: HCV NS3 hel inh	p-CIP stab down	IMP-1 inh	IDE act	DNA FID counter	SUMO HTRF inh	VIM-2 inhibitor	PfM18AAP inh	IDE inh
O=C(Nc1ccc(C(=O)Oc2ccccc2)c(O)c1)c1ccccc1
    -16	16	-1.5	2	-21	-30	0.4	3	8
O=C(CCNC(=O)C1CCN(S(=O)(=O)c2ccccc2)CC1)NCCc1cccc(F)c1
    19	-3	-3.5	2	-42	10	-2.1	-10	2
COc1ccccc1-n1cccc1C=O
    -3	-1	2.1	-1	3	11	-2.1	1	-1
COc1ccccc1/C=C1/C(=O)N(c2cc(C)cc(C)c2)C(c2cccc([N+](=O)[O-])c2)S1(=O)=O (stereo unspecified)
    0	-6	-3.1	-3	0	20	-5.8	1	5
O=C(Nc1ccc(OC(=O)c2cccnc2)cc1)c1cccnc1
    7	-3	-0.9	4	0	11	0.6	2	1
